Screening results as filed in PubChem.
MPTP block – inhibitors of mitochondrial permeability transition pore | isolated mouse mitochondria, Ca2+ swelling absorbance, 30 min | inhibition, % at 10 µM | 1.4% of 360,000 active | AID 602449;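 active = inhibition of 50% or more, scaled per plate between neutral and stimulator controls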;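 also: 0% = DMSO wells given calcium and 100% = 1 mM EGTA wells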
tim10-1 inh – growth inhibitors of tim10-1 mutant yeast; S. cerevisiae tim10-1 ts strain growth, BacTiter-Glo, 24 h; inhibition, % at 20 µM; AID 463190; 2.2% of 330,000 active;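 active = inhibition of at least 40%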;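 also: mutant grown at 25 °C; 0% = DMSO wells with yeast and 100% = wells holding no yeast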
beta cell repl – inducers of beta-cell replication in MIN6 cells. MIN6 cells proliferation, ATPlite luminescence, 48 h; cells starved in 0.2% serum; 100% = growth in 10% serum. proliferation, % at 10 µM. 0.29% of 330,000 active. AID 2380;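 active = compounds whose signal lies at least 3.5 SD above the mean of all wells on their plate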;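 also: 0% = DMSO-treated cells in low-serum medium and 100% = 10% serum control; some compounds called inactive have numbers as strong as hits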
APJ antagonist – APJ receptor antagonism; P35414; CHO-K1 APJ beta-arrestin complementation, luminescence; inhibition, % at 20 µM; 0.32% of 330,000 active; AID 2521;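 active = inhibition above about 40% at 20 µM, limit read from the data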;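 also: cells challenged with 10 nM apelin-13 agonist together with compound; plate controls were apelin-13 plus DMSO wells for no effect and DMSO wells lacking apelin-13 for full effect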
Target sequence (P35414 whole entry, looked up): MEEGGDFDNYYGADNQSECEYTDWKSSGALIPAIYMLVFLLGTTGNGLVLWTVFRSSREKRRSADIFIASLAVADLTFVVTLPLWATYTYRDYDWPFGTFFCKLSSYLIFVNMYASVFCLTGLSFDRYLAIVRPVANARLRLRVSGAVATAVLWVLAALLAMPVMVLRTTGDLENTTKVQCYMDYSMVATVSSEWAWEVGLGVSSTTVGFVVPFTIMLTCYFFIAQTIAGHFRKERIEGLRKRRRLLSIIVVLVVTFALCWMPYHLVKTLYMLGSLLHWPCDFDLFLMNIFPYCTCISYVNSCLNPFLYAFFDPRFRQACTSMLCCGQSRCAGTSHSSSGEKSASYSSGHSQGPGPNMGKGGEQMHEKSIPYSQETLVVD
APJ agonist – APJ receptor agonism; P35414; 0.11% of 330,000 active; AID 2520; activation, % at 20 µM; CHO-K1 APJ PathHunter beta-arrestin, luminescence; 0% DMSO wells, 100% apelin;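 active = activation more than six SD over the plate average, tested at 20 µM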;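 also: 0% = DMSO alone and 100% = apelin-13 at 10 nM; some results filed as inactive read as strong as hits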
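Material: engineered CHO-K1 APJ arrestin reporter cells; amount: 1000 CHO-K1 reporter cells seeded per well; incubation: compound stimulation 90 min at 25 °C, detection 60 min; signal: luminescent beta-gal fragment complementation, chemiluminescent substrate; read-out basis: APJ agonist activity; controls: DMSO-only wells as negative, 10 nM Apelin-13 as positive control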
NALP3 yeast inh – NALP3 inhibition in yeast. Yeast reconstituted NLRP3/ASC/caspase-1, beta-gal luminescence, 24 h. inhibition, % at 10 µM. 0.39% of 330,000 active;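 active = inhibition of 50% or more; inactive = inhibition below 50%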;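 also: plate controls were induced DMSO wells for no effect and uninduced yeast grown without galactose for full effect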
NR3A LBD binder – NR3A (human) ligand-binding domain modulation; AID 1259313; Tm shift relative to glycine control, % at 25 µM; NR3A LBD differential scanning fluorimetry, Tm shift; 0% = protein alone, 100% = glycine-bound protein; 2.5% of 340,000 active;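 active = melting temperature shift of at least 10% of the positive control shift, at one fixed dose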
TIM10 inh – TIM10 yeast growth inhibition. S. cerevisiae TIM10 strain growth, BacTiter-Glo luminescence, 24 h. inhibition, % at 10 µM. 1.4% of 330,000 active. AID 463195;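 active = inhibition of 40% or more at the single tested concentration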;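 also: wild-type TIM10 isogenic control strain grown at permissive 25 °C; 0% = DMSO yeast wells and 100% = minimal medium wells without yeast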
tim23-1 inh – growth inhibitors of tim23-1 mutant yeast; 1.3% of 330,000 active; AID 463212; S. cerevisiae tim23-1 growth, BacTiter-Glo luminescence, 24 h; inhibition, % at 20 µM;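 active = growth inhibition of the mutant yeast at or above 50%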;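 also: temperature-sensitive mutant grown at 25 °C; plate controls were DMSO-treated mutant yeast for no effect and medium wells lacking yeast for full effect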
The depositor's hits bear a star; · = not tested or not shown.

Abbreviations – A = MPTP block; B = tim10-1 inh; C = beta cell repl; D = APJ antagonist; E = APJ agonist; F = NALP3 yeast inh; G = NR3A LBD binder; H = TIM10 inh; I = tim23-1 inh
Cn1c(=O)c2c(=O)cc(NNC(=O)C(C)(C)C)[nH]c2n(C)c1=O
  A: -5.6	B: -14	C: -4	D: 15	E: -4	F: 4	G: -2	H: 4	I: 11
C=CCn1c(N)cc(=O)nc1SC(C)C(=O)Nc1cccc2ccccc12 (centres undefined)
  A: 1.5	B: -3	C: -1	D: 24	E: -1	F: 7	G: 0	H: 7	I: 4
Cc1ccc(NC(=O)CCN2C(=O)NC3(CCCC3)C2=O)c(C)c1
  A: -1.6	B: -2	C: -1	D: -1	E: -2	F: 22	G: 0	H: 2	I: 5
COc1cccc(-c2nc(-c3ccc(NC(=O)c4cccs4)cc3)no2)c1
  A: 2.9	B: 9	C: -4	D: 2	E: -1	F: 6	G: 15*	H: 9	I: -6
Cc1ccc(OCCOCCNC(C)(C)C)c([N+](=O)[O-])c1
  A: 21	B: 18	C: 0	D: -4	E: -2	F: 3	G: -5	H: -21	I: 2
Cc1cccc(OCc2nnc(SC(C)C(=O)Nc3ccc(N4CCOCC4)cc3)o2)c1 (centres undefined)
  A: -0.7	B: -15	C: -2	D: 2	E: -2	F: 5	G: 1	H: -11	I: 6
CCCCC[C@@H]1C=C(C(=O)O)[C@H](c2ccc(F)cc2)N1S(=O)(=O)c1ccc(C)cc1
  A: 2.8	B: 14	C: 0	D: 6	E: -3	F: 12	G: 1	H: 15	I: 9
CC(=O)c1nn(-c2ccc(Br)cc2)cc1C(=O)c1ccccc1
  A: 0.1	B: -1	C: -2	D: 10	E: -5	F: 6	G: 0	H: -13	I: -4
Cc1ccc(-n2ncc3c(=O)[nH]c(SCC(=O)N4CCOCC4)nc32)cc1
  A: -1.2	B: -1	C: 0	D: -9	E: -2	F: 13	G: 4	H: -2	I: 7
COc1ccc(/C=C/C(=O)Nc2cc(C)nn2-c2nc3ccccc3[nH]2)cc1
  A: -0.2	B: 12	C: -5	D: 18	E: -2	F: -6	G: 1	H: 8	I: 6

Continued:
Abbreviations – A = MPTP block; B = tim10-1 inh; C = beta cell repl; D = APJ antagonist; E = APJ agonist; F = NALP3 yeast inh; G = NR3A LBD binder; H = TIM10 inh; I = tim23-1 inh
CCC1CN(C(=O)N2CCC(C(=O)NCCc3ccc(OC)cc3OC)CC2)c2ccccc2O1 (centres undefined)
  A: -0.6	B: 8	C: -4	D: -7	E: 2	F: 10	G: 0	H: 9	I: 8
CCOc1ccc(CCNC(=O)CCc2nc3ccccc3[nH]2)cc1OCC
  A: 0.7	B: 8	C: 0	D: 15	E: -4	F: 0	G: -1	H: 11	I: 6
CCC(CC)C(=O)OCC(=O)Nc1ccc(S(=O)(=O)N2CCOCC2)cc1OC
  A: -0.2	B: 22	C: -1	D: 1	E: -4	F: 7	G: 1	H: 22	I: 15
CC1=NNC(=O)C1CC(=O)N/N=C/c1ccncc1 (centres undefined)
  A: 2.0	B: 8	C: -1	D: 6	E: 0	F: 20	G: 0	H: 9	I: 15
CC(C(=O)Nc1ccccc1)N1CCN(c2ccccn2)CC1 (centres undefined)
  A: -1.2	B: -1	C: -5	D: 21	E: 0	F: -7	G: 0	H: 17	I: 2
Cc1ccc(NCN2C(=O)C3C4C=CC(C4)C3C2=O)cc1 (centres undefined)
  A: 0.0	B: 20	C: -2	D: -13	E: -2	F: 7	G: -1	H: -4	I: 21
CCCOc1ccc(CN(C)c2ncnc(N)n2)cc1
  A: 0.4	B: -1	C: -1	D: -7	E: 2	F: 30	G: 0	H: -3	I: 7
O=C(Nc1nnc(S(=O)(=O)N2CCOCC2)s1)c1ccc(F)cc1
  A: -0.2	B: -12	C: 2	D: -2	E: 1	F: 15	G: -8	H: -4	I: 2
COc1ccccc1N1CCN(C(=O)CN(c2ccc(C)c(C)c2)S(C)(=O)=O)CC1
  A: 3.0	B: 20	C: -1	D: 19	E: -1	F: -6	G: 3	H: 9	I: 20
Cc1ccnc(NC(=O)CNC(=O)c2ccco2)c1
  A: -2.3	B: 9	C: -1	D: 3	E: -6	F: 7	G: 0	H: 3	I: -15

6 of the compounds above, with values under each structure:
Every second line gives: MPTP block | tim10-1 inh | beta cell repl | APJ antagonist | APJ agonist | NALP3 yeast inh | NR3A LBD binder | TIM10 inh | tim23-1 inh
- CCCOc1ccc(CN(C)c2ncnc(N)n2)cc1
    0.4 | -1 | -1 | -7 | 2 | 30 | 0 | -3 | 7
- C=CCn1c(N)cc(=O)nc1SC(C)C(=O)Nc1cccc2ccccc12 (centres undefined)
    1.5 | -3 | -1 | 24 | -1 | 7 | 0 | 7 | 4
- Cc1ccnc(NC(=O)CNC(=O)c2ccco2)c1
    -2.3 | 9 | -1 | 3 | -6 | 7 | 0 | 3 | -15
- COc1cccc(-c2nc(-c3ccc(NC(=O)c4cccs4)cc3)no2)c1
    2.9 | 9 | -4 | 2 | -1 | 6 | 15* | 9 | -6
- Cn1c(=O)c2c(=O)cc(NNC(=O)C(C)(C)C)[nH]c2n(C)c1=O
    -5.6 | -14 | -4 | 15 | -4 | 4 | -2 | 4 | 11
- COc1ccccc1N1CCN(C(=O)CN(c2ccc(C)c(C)c2)S(C)(=O)=O)CC1
    3.0 | 20 | -1 | 19 | -1 | -6 | 3 | 9 | 20

Continued:
Abbreviations – A = MPTP block; B = tim10-1 inh; C = beta cell repl; D = APJ antagonist; E = APJ agonist; F = NALP3 yeast inh; G = NR3A LBD binder; H = TIM10 inh; I = tim23-1 inh
O=C(Nc1ccccc1)Nc1ccccc1-n1ccnc1
  A: 1.0	B: 11	C: -5	D: -2	E: 2	F: -9	G: -1	H: 1	I: 6
COC(=O)/C=C1\OC(c2ccccc2)=CC1=O
  A: ·	B: 42*	C: 1	D: 16	E: -3	F: -9	G: ·	H: 40*	I: 39
CCN1C(=NCCc2cccs2)N[C@@H](c2cccs2)C(C(=O)OC)=C1C
  A: 2.1	B: 16	C: -6	D: 7	E: -2	F: 21	G: -2	H: 7	I: 14
CC1(C)C([N+](=O)[O-])C(c2ccc(O)cc2)NC(c2ccc(O)cc2)C1[N+](=O)[O-] (centres undefined)
  A: 0.4	B: 1	C: -2	D: 12	E: ·	F: 1	G: -1	H: -11	I: -2
O=C(Cn1cncn1)N/N=C/c1c2ccccc2cc2ccccc12
  A: 1.3	B: 17	C: -1	D: -20	E: -2	F: 9	G: 0	H: 1	I: 1
Cc1nn2c(=O)cc(COC(=O)c3ccc(NC(=O)C(C)(C)C)cc3)nc2s1
  A: 1.1	B: 12	C: 2	D: -4	E: 6	F: -4	G: -3	H: 16	I: 18
O=C(CCSc1ccc(F)cc1)Nc1ccc(-n2cnnn2)cc1
  A: -0.6	B: 35	C: -1	D: -8	E: 2	F: 15	G: -12	H: 13	I: 9
O=S(=O)(NC1C2CC3CC(C2)CC1C3)c1ccccc1 (centres undefined)
  A: -1.2	B: 19	C: 4	D: -6	E: -5	F: 39	G: -3	H: 21	I: 45
CN1CC(=O)Nc2ccc(F)cc2C1=O
  A: -0.4	B: 0	C: 1	D: -3	E: 0	F: 15	G: 2	H: -2	I: 11
O=C(CC1SCCNC1=O)Nc1ccc(F)c(Cl)c1 (centres undefined)
  A: -1.4	B: 11	C: -2	D: 6	E: -1	F: 2	G: -3	H: 0	I: 1

Further entries
Abbreviations – A = MPTP block; B = tim10-1 inh; C = beta cell repl; D = APJ antagonist; E = APJ agonist; F = NALP3 yeast inh; G = NR3A LBD binder; H = TIM10 inh; I = tim23-1 inh
O=C(CN1CCCC1)Nc1ccc(S(=O)(=O)N2CCCCC2)cc1
  A: -1.4	B: 8	C: 0	D: 11	E: -1	F: 18	G: 0	H: -5	I: 14
CNC(=S)/N=C/NOCc1ccc(Cl)cc1Cl
  A: 101*	B: 66*	C: -4	D: 1	E: 0	F: 20	G: -5	H: 51*	I: 58*
CCc1ccccc1NC(=O)CCNS(=O)(=O)c1ccc2c(c1)CCC(=O)N2
  A: -2.2	B: 4	C: 1	D: -2	E: -1	F: 1	G: 1	H: -7	I: -2
O=C(CCc1ccccc1)C(=O)N1CCCC(C(=O)c2cccc(Cl)c2)C1 (centres undefined)
  A: -1.7	B: 40*	C: -4	D: -6	E: -3	F: 22	G: 0	H: 25	I: 23
NC(=O)NC(=O)COC(=O)CN1C(=O)C2CCCCC2C1=O (centres undefined)
  A: -0.4	B: 6	C: 0	D: 13	E: -2	F: 6	G: 3	H: 7	I: 0
Cc1c(NC(=O)COC(=O)Cc2ccc(F)cc2)c(=O)n(-c2ccccc2)n1C
  A: -1.8	B: -10	C: 2	D: 15	E: 0	F: 7	G: 0	H: 0	I: 5
CC(Oc1cccc(Br)c1)C(=O)N1CCCN(C)CC1 (centres undefined)
  A: -2.2	B: 13	C: -2	D: 0	E: 4	F: 1	G: 0	H: 6	I: 7
Cc1cc2oc(=O)cc(-c3ccccc3)c2c(C)c1-c1ccc(CO)cc1
  A: -0.4	B: 14	C: ·	D: ·	E: ·	F: ·	G: -15	H: -4	I: 54*
COc1ccc2c(C)cc(C)nc2n1
  A: -1.4	B: 8	C: -1	D: 17	E: 0	F: 6	G: -13	H: -1	I: 2
CCOc1ccccc1OCC(=O)Nc1ccc(N2CCOCC2)cc1N1CCOCC1
  A: 1.4	B: 20	C: -1	D: 24	E: -1	F: 17	G: 2	H: 11	I: 34

More structures:
Abbreviations – A = MPTP block; B = tim10-1 inh; C = beta cell repl; D = APJ antagonist; E = APJ agonist; F = NALP3 yeast inh; G = NR3A LBD binder; H = TIM10 inh; I = tim23-1 inh
Cc1ccc(NC2c3ncccc3C(=O)N2C2CCCCC2)cc1 (centres undefined)
  A: 1.5	B: 25	C: 2	D: 11	E: -5	F: 2	G: -3	H: 7	I: 20
COC(=O)c1c[nH]n2c(=O)cc(CCl)nc12
  A: -0.9	B: 9	C: -2	D: 11	E: -1	F: -1	G: -2	H: 14	I: 12
CC1(C)CC(=O)C2=C(C1)OC(/N=C/N1CCOCC1)=C(C#N)C2c1ccccc1 (centres undefined)
  A: -0.8	B: 2	C: -1	D: 33	E: -4	F: 20	G: 2	H: -5	I: 4
Cc1ccc(-c2c3c(=O)n(C)c(=O)n(C)c3cn2-c2ccccc2O)cc1
  A: -1.7	B: 28	C: -5	D: -7	E: 3	F: -3	G: 23*	H: 13	I: 27
COc1ccc2ccccc2c1/C=N/NC(=O)c1cc(C)[nH]n1
  A: -2.2	B: -28	C: 2	D: 29	E: 0	F: 0	G: 2	H: -1	I: 0
CCN(CC(=O)NCc1ccc(Cl)cc1)C(=O)COc1ccc(C)cc1C
  A: -0.1	B: 18	C: 0	D: -7	E: -1	F: 11	G: 1	H: -4	I: 17
CNc1c(NC(=O)c2ccc3c(c2)OCO3)c(=O)oc2ccccc12
  A: -0.2	B: -9	C: 0	D: -5	E: -4	F: 4	G: -1	H: -6	I: -7
O=S(=O)(Nc1ccc(N2CCOCC2)cc1)c1ccc(F)cc1F
  A: -0.3	B: -4	C: -1	D: -3	E: 1	F: 2	G: 1	H: -9	I: 22
CCc1nc(=O)c(-c2ccccc2)c(C)n1-c1ccccc1
  A: -0.3	B: -4	C: -4	D: -6	E: -3	F: 25	G: 0	H: 2	I: 8
CCOC(=O)Cc1csc(NC(NC(=O)OCC)(C(F)(F)F)C(F)(F)F)n1
  A: -1.4	B: 18	C: 0	D: -4	E: 5	F: 10	G: 1	H: -22	I: 12
COC(=O)c1cccc(OC(N)=O)c1
  A: ·	B: 1	C: 1	D: 2	E: 0	F: 7	G: -3	H: 0	I: -17
COc1ccc(C)cc1S(=O)(=O)N(CC(=O)Nc1cc([N+](=O)[O-])ccc1C)c1ccc(C)c(C)c1
  A: 0.3	B: -1	C: -2	D: 2	E: -4	F: 6	G: -4	H: -3	I: 14
